Screens: PubChem, several laboratories
LMPTP inh: LMPTP (human) inhibition; P24666; recombinant LMPTP-A, OMFP fluorogenic substrate, fluorescence intensity; 360,000 tested, 0.22% active; inhibition, % at 20 µM;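 active = compounds that cut the enzyme signal by at least half of the control window in the single-dose screen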;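 note: plate controls were DMSO wells with enzyme plus substrate for no effect and substrate without enzyme for full effect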
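Assay system: LMPTP-A phosphatase enzyme | Input: 0.625 nM enzyme | Also added: Fluorogenic phosphatase substrate OMFP at 400 µM final | Compound dosing: One test concentration per compound, 20 µM, with 3% DMSO overall | Schedule: 50 min enzyme reaction at room temperature, protected from light | Signal: Fluorescence intensity | Benchmarks: no-enzyme and uninhibited controls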
STEP inh: blocks human striatal-enriched tyrosine phosphatase. inhibition, % at 20 µM. 360,000 tested, 0.25% active. recombinant STEP, OMFP fluorogenic substrate, fluorescence. P54829. AID 588621;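 active = inhibition at 20 µM, scaled per plate between control wells, above about 37%, limit read from the data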;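 note: 0% = DMSO with enzyme and substrate and 100% = substrate only without enzyme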
Target sequence (P54829 whole entry, looked up): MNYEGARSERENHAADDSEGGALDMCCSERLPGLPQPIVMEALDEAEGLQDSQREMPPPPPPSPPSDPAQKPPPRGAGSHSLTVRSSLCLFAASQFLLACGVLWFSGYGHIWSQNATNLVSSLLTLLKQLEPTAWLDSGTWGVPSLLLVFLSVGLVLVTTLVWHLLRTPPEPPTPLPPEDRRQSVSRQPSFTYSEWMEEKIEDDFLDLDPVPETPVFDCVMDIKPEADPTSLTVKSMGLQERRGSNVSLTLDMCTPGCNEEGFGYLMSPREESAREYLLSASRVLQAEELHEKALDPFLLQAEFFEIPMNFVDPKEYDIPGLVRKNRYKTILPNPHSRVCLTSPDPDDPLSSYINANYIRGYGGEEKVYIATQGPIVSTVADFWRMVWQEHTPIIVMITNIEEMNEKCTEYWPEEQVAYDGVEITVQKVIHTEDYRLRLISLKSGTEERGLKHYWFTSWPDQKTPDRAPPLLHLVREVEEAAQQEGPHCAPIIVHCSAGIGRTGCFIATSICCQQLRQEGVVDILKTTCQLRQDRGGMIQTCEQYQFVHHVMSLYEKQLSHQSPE
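material = STEP tyrosine phosphatase | reagent = fluorogenic phosphatase substrate OMFP at 25 µM final | doses = single compound dose of 20 µM, 1% DMSO final | schedule = 20 min reaction, room temperature, in the dark | measured by = fluorescence, 480/540 nm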
DNMT1 inh: DNMT1 (human) enzyme inhibition. inhibition (reported as % activation of signal), % at 10 µM. DNMT1 molecular beacon, Hinp1I cleavage, fluorescence. 360,000 tested, 0.83% active; in the data active = inhibition above about 50%
NadD block: blocks S. aureus nicotinate mononucleotide adenylyltransferase. 360,000 tested, 0.78% active. AID 602399. purified NadD enzyme, colorimetric absorbance read-out. inhibition, % at 20 µM; in the data active = inhibition above about 26%; note: some compounds past the cut are filed as inactive
SUMO1-SIM PPI: SUMO1-SIM interaction modulation; P63165; SUMO1 binding to a labelled peptide, TR-FRET, 1 h; inhibition, % at 20 µM; 360,000 tested, 0.33% active; in the data active = inhibition above about 37%
Target sequence (P63165 whole entry, looked up): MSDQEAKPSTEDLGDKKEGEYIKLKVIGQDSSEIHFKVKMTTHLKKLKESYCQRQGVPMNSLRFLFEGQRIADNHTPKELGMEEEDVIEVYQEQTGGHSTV
Rpn11 block: blocks the human proteasome subunit Rpn11. human 26S proteasome, Ub4-pepOG fluorescence polarization; 20S core pre-blocked with epoxomicin. calls only at 20 µM. 360,000 tested, 0.59% active. AID 588493;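 active = inhibition at 20 µM, scaled to each plate's controls, above about 33%, limit read from the data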
Tb MetRS inh: Trypanosoma brucei MetRS inhibition; 360,000 tested, 0.4% active; purified T. brucei MetRS, ATP depletion, Kinase-Glo luminescence; inhibition, % at 11.9 µM;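 active = inhibition above a per-plate cutoff of the control wells' mean inhibition plus 3 SD, cut at about 5.5% in these data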;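 note: 0% = DMSO wells median and 100% = median of wells with control inhibitor compound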
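System: purified T. brucei MetRS enzyme / Detection: Kinase-Glo luciferase luminescence reporting remaining unconsumed ATP / Medium: HEPES buffer with MgCl2, KCl, DTT, spermine, BSA, pyrophosphatase / Replication: singlicate, one well per compound / Evaluation: percent inhibition relative to median high and low control wells / Schedule: 2 h aminoacylation at 25 °C after 15 min preincubation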
Scp-1 inhibitor: Scp-1 (human) phosphatase inhibition; Recombinant Scp1, phosphopeptide, malachite green phosphate absorbance; inhibition, % at 20 µM; 340,000 tested, 0.88% active; AID 493091;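 active = inhibition above about 50% at 20 µM, limit read from the data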;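 note: plate controls were DMSO wells with enzyme for no effect and wells lacking enzyme for full effect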
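Test system: SCP-1 catalytic domain; Buffer or medium: Acidic Tris acetate buffer with magnesium and detergent; Also added: Phosphorylated 17-residue peptide substrate; Compound: single 20 µM dose, 1% DMSO; Schedule: enzyme reaction 45 min at room temperature, colour 5 min, stabilisation 30 min; Signal: Phosphate-binding colour reagent, absorbance read at 630 nm.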
CSN inh: blocks human CSN-mediated cullin deneddylation; inhibition, % at 12.5 µM; Purified CSN, SCF-Nedd8-OG deneddylation, fluorescence polarization; 360,000 tested, 0.38% active; Q92905;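 active = pattern-corrected inhibition above about 35%, with an unprinted fluorescence ratio check between 0.5 and 1.5, limit read from the data, passing the limit was not always enough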;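 note: 0% = enzyme with substrate and 100% = substrate without enzyme; some results filed as inactive read as strong as hits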
Target sequence (Q92905 whole entry, looked up, one chain of several): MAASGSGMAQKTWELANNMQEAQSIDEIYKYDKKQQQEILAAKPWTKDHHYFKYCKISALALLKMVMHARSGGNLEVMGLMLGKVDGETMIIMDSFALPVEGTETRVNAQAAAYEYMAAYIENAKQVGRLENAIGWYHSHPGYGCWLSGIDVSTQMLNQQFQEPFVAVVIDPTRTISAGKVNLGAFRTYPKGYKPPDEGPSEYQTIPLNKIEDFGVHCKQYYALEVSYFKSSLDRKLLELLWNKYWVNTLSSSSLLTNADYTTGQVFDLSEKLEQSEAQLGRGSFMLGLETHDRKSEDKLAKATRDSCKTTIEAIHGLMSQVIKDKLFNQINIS
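Material: human Csn5 produced in HEK293T cells; Input: enzyme 0.24 nM; Reagent: SCFSkp2-Nedd8OG substrate at 10 nM final; Dosing: 12.5 µM compound; Incubation: 90 min reaction at room temperature; Detection: fluorescence polarization of the substrate; Evaluation: % inhibition of substrate cleavage by Csn5; Control set: substrate-only high control, full reaction low control.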
PABP1 MLLE inh: blocks PAM2 peptide binding to the PABP1 MLLE domain. 360,000 tested, 0.36% active. inhibition, % at 20 µM. AID 588489. P11940. GST-MLLE / FITC-PAM2 fluorescence polarization; in the data active = inhibition above about 35%, passing the limit was not always enough;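 note: plate controls were DMSO wells with GST-MLLE for no effect and wells lacking GST-MLLE protein for full effect; some results filed as inactive read as strong as hits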
The depositor's hits bear a star; i = inactive; . = not tested or not shown.

SMILES | LMPTP inh | STEP inh | DNMT1 inh | NadD block | SUMO1-SIM PPI | Rpn11 block | Tb MetRS inh | Scp-1 inhibitor | CSN inh | PABP1 MLLE inh
COc1cc(CN2CCCCCC2)c([N+](=O)[O-])cc1OC | -1.0 | 0 | -2 | 7 | -14 | i | -0.7 | -5 | 1 | -10
Cc1ccc(Cn2c(C3CCCN3c3nc(C)cs3)nc3cc(C(F)(F)F)ccc32)cc1 (stereo not given) | 5.6 | 4 | -6 | 3 | 4 | i | -0.2 | -2 | 1 | 22
CCCOc1ccc(NC(=O)C2CCCNC2=O)cc1 (stereo not given) | -1.6 | 0 | 3 | -2 | 3 | i | 0.0 | -4 | 1 | 6
CCOC(=O)c1c(NC(=O)CC(C)C)sc(C(C)=O)c1C | 0.6 | 4 | 4 | -5 | -9 | i | -0.8 | -15 | 0 | 12
Cc1cc(C)c2c3c(sc2n1)C(=O)N(C)CC(=O)N3 | -0.7 | -2 | 1 | -7 | 1 | i | -0.2 | -6 | -6 | 2
CN1CCN(S(=O)(=O)c2cccc(C(=O)N(Cc3nnc(-c4ccccc4Cl)o3)C3CC3)c2)CC1 | -9.8 | -3 | -15 | -3 | -96 | i | -0.5 | -24 | 7 | -1
O=C(O)c1ccc(CSc2nc3c(c(=O)[nH]2)CCC3)cc1 | -4.3 | -2 | -1 | -1 | 3 | i | 0.1 | . | 0 | 2
Cc1c(C=Nc2ccc(S(=O)(=O)N(C)C)cc2)c(O)[nH]c(=O)c1C#N | 0.3 | 4 | -3 | -7 | 0 | i | 0.3 | -3 | -1 | 5
COCCn1c(SCc2ccc(F)cc2)nc2c1c(=O)[nH]c(=O)n2C | -2.4 | 0 | 10 | -8 | 7 | i | -1.4 | 6 | -1 | 20
S=c1[nH]nc(-c2ccco2)n1/N=C/c1ccc(Cl)c(Cl)c1 | 0.3 | 0 | 27 | 26 | 1 | i | -1.8 | 4 | 0 | -56
O=[N+]([O-])c1ccc(OCCCCN2CCc3ccccc3C2)cc1 | 0.1 | 1 | 1 | -6 | -11 | i | 1.9 | -3 | 1 | -6
Cc1ccc(C(=O)COC(=O)CNC(=O)c2ccco2)cc1 | -0.6 | 0 | -1 | 5 | 2 | i | 0.4 | -2 | -2 | 1
O=C(Nc1ccc(S(=O)(=O)N2CCCC2)cc1)c1cccs1 | 0.8 | -1 | 2 | -2 | 0 | i | 0.4 | -2 | -10 | -12
CC(NC(=O)CSc1nnnn1C1CC1)c1ccccc1Br (stereo not given) | -0.5 | -1 | 1 | -5 | -1 | i | -0.2 | -9 | 0 | -4
Cc1ccccc1SCCNC(=O)c1ccccc1Br | -0.6 | -3 | 1 | -8 | 1 | i | -1.1 | -1 | -4 | 4
CN(Cc1ccccc1F)Cc1cc(=O)oc2cc(O)c(Cl)cc12 | -7.0 | 0 | -2 | 3 | -6 | i | -0.4 | -3 | 3 | 12
O=[N+]([O-])c1cccc(C=NN=C2c3ccccc3-c3ccccc32)c1 | 1.0 | -2 | 0 | 0 | -15 | i | -0.5 | 0 | -1 | -9
Cc1cc(NC(=O)CN(C)C)c([N+](=O)[O-])cc1C | -0.6 | -1 | 1 | -3 | -14 | i | -0.4 | -6 | -6 | -2
Cc1ccc(C)c(NC(=O)CN(C)C(=O)c2cc(-c3cccs3)nn2-c2ccccc2)c1 | 2.7 | 1 | -4 | -8 | 1 | i | 0.1 | 56* | 1 | -6
O=C(NCCc1csc(-c2cccc(F)c2)n1)c1ccco1 | 1.8 | 1 | 0 | 1 | -4 | i | 0.6 | 1 | -3 | 14
CCOC(=O)C1CCCN(Cc2ccc(OCc3ccccc3)cc2)C1 (stereo not given) | -2.2 | -2 | 8 | -7 | -3 | i | -2.4 | 6 | 1 | 1
O=C(COc1ccccc1/C=C1\SC(=O)NC1=O)Nc1ccccc1 | -3.0 | -1 | 6 | 2 | 12 | i | -0.3 | -5 | 7 | -11
COCCn1c(SCC(=O)Nc2cc(C)on2)nc2c(c1=O)SCC2 | -2.5 | 1 | 1 | -1 | -5 | i | -0.1 | -11 | 2 | 6
CCOc1ccc(S(=O)(=O)N2CCN(C(=O)c3ccc(Cl)c(S(=O)(=O)N4CCOCC4)c3)CC2)cc1 | -0.5 | 0 | 0 | 0 | -5 | i | -0.3 | 1 | -2 | -45
COc1ccc(/C=C(\C#N)C(=O)N2CCOCC2)cc1Br | -2.0 | -5 | 2 | -4 | -1 | i | -0.3 | -2 | -2 | 1
New compounds follow.
SMILES | LMPTP inh | STEP inh | DNMT1 inh | NadD block | SUMO1-SIM PPI | Rpn11 block | Tb MetRS inh | Scp-1 inhibitor | CSN inh | PABP1 MLLE inh
Cc1cc(C)nc(NC2=NCC(=O)N2c2ccc3c(c2)OCCO3)n1 | 0.0 | 2 | 1 | 3 | -2 | i | -0.4 | -10 | -1 | 2
COc1ccc(-n2nnnc2C(c2cccc(OC)c2OC)N2CCN(C/C=C/c3ccccc3)CC2)cc1 (stereo not given) | 1.9 | -4 | -14 | -2 | 2 | i | -0.9 | . | 0 | -1
COc1cccc(OCC(O)CN2CCN(c3ccc(Cl)cc3)CC2)c1 (stereo not given) | 0.2 | -1 | -1 | -8 | 7 | i | -1.4 | -11 | -3 | -9
COc1ccc(NC(=O)CN2C(=O)C(C)SC(C)C2=O)c(OC)c1 (stereo not given) | -1.6 | 0 | 1 | -2 | -2 | i | 0.3 | -1 | 1 | 3
O=C1Cc2ccccc2C(=O)N1Cc1ccccc1 | 12 | 11 | -17 | 3 | 16 | i | 0.0 | 4 | 10 | 24
O=C(CCCC(=O)n1cnc2ccccc21)n1cnc2ccccc21 | -1.3 | -4 | 4 | 1 | -2 | i | -1.1 | -2 | -2 | 13
COc1ccc(Cl)cc1NC(=O)C(C)Sc1nnc(C2CC2)n1C1CC1 (stereo not given) | 0.0 | -2 | 1 | 4 | -4 | i | -0.4 | -2 | -3 | -8
CN1CCN(c2ccc(CNS(=O)(=O)c3ccccc3)cc2)CC1 | -1.0 | 1 | 2 | -3 | -2 | i | 0.2 | -4 | 6 | -2
C=CCNC(=O)c1onc(CSc2ccccc2)c1C(=O)NCC=C | -0.6 | 1 | 3 | -9 | 0 | i | -0.4 | 1 | -2 | 0
Nc1ccc(Br)cc1Br | -2.3 | 1 | -2 | -7 | 1 | i | -0.5 | 4 | 4 | -1
COc1cc(C#Cc2c(-c3cncn3C)n(C)c3ccc(Br)cc23)cc(OC)c1 | 6.8 | 0 | -34 | 17 | 5 | i | -0.4 | 0 | -8 | -6
COc1ccc(N2C(=O)C(CC(N)=O)N(NC(=O)CCc3ccccc3)C2=O)cc1 (stereo not given) | 0.6 | -3 | 2 | 0 | -4 | i | -0.5 | -11 | 2 | -14
Cc1ccc(Cl)c(OCC(=O)NCc2ccco2)c1 | 0.0 | 0 | 3 | -9 | 3 | i | 0.3 | -2 | 3 | 0
CCCOc1ccc(-c2csc(N)n2)cc1[N+](=O)[O-] | 0.9 | 0 | -18 | -2 | -15 | i | 1.0 | -4 | -3 | -18
COc1ccc(CCNC(=O)c2cnc3ccccn3c2=O)cc1 | 1.3 | 0 | 1 | -2 | -17 | i | 0.0 | -4 | 2 | 2
COc1cccc(CNC(=O)CN2C(=O)CSc3ccc(S(=O)(=O)N4CCCC4)cc32)c1 | 0.0 | 1 | -1 | 3 | -2 | i | -0.7 | -3 | 5 | 5
COc1cccc(CN2CCN(C(=O)c3cccc4ccccc34)CC2)c1 | -2.0 | -1 | 1 | -4 | 2 | i | -0.1 | -5 | -1 | 3
COc1cc(NC(=O)C2CCCN(c3ncnc4c3nc3n4CCCCC3)C2)cc(OC)c1OC (stereo not given) | -0.8 | 0 | -3 | -4 | 4 | i | -0.7 | 11 | -4 | 3
CC(C)C#Cc1cnc2c(c1)C(=O)N([C@H](C)CO)C[C@@H](C)[C@H](CN(C)C(=O)Nc1ccccc1F)O2 | 0.1 | 3 | 3 | 0 | -2 | i | -1.5 | . | -2 | 3
COc1ccc(-c2ncnc(C(F)(F)F)c2-c2csc(C)n2)c(O)c1 | 0.0 | 1 | -2 | -4 | -6 | i | -0.6 | 35 | -2 | -2
CC1=NN(c2ccccc2)C(=O)/C1=C\C=C1/N(C)c2ccccc2C1(C)C | 32 | 18 | -8 | 7 | -153 | . | -0.9 | -6 | 80* | -161
CCCCCNC(=O)C(c1cccc2ccccc12)n1c(=O)c(-c2cc3ccccc3[nH]2)nc2ccccc21 (stereo not given) | 3.1 | . | . | . | 5 | . | 0.5 | . | 4 | .

Gathered by group, the compounds so far with an aryl thioether with sulfur outside any ring
SMILES | LMPTP inh | STEP inh | DNMT1 inh | NadD block | SUMO1-SIM PPI | Rpn11 block | Tb MetRS inh | Scp-1 inhibitor | CSN inh | PABP1 MLLE inh
O=C(O)c1ccc(CSc2nc3c(c(=O)[nH]2)CCC3)cc1 | -4.3 | -2 | -1 | -1 | 3 | i | 0.1 | . | 0 | 2
COCCn1c(SCc2ccc(F)cc2)nc2c1c(=O)[nH]c(=O)n2C | -2.4 | 0 | 10 | -8 | 7 | i | -1.4 | 6 | -1 | 20
CC(NC(=O)CSc1nnnn1C1CC1)c1ccccc1Br (stereo not given) | -0.5 | -1 | 1 | -5 | -1 | i | -0.2 | -9 | 0 | -4
Cc1ccccc1SCCNC(=O)c1ccccc1Br | -0.6 | -3 | 1 | -8 | 1 | i | -1.1 | -1 | -4 | 4
COCCn1c(SCC(=O)Nc2cc(C)on2)nc2c(c1=O)SCC2 | -2.5 | 1 | 1 | -1 | -5 | i | -0.1 | -11 | 2 | 6
COc1ccc(Cl)cc1NC(=O)C(C)Sc1nnc(C2CC2)n1C1CC1 (stereo not given) | 0.0 | -2 | 1 | 4 | -4 | i | -0.4 | -2 | -3 | -8
C=CCNC(=O)c1onc(CSc2ccccc2)c1C(=O)NCC=C | -0.6 | 1 | 3 | -9 | 0 | i | -0.4 | 1 | -2 | 0
